# KCNH2 WT inh – inhibitors of human wildtype KCNH2 potassium channel; Q12809; U2OS, BacMam KCNH2, thallium flux FluxOr; hits give low values; activity change, % at 1.84 µM; hit rate 0.37% among 340,000;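 active means maximum activity change below -70%; inconclusive means maximum activity change between -70% and -50%; inactive means maximum activity change above -50%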; further: on the % scale 0 is the no-effect control and ±100 the full control effect
#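 U2OS cells were transduced with wild-type KCNH2 virus (2.03 x 10^8 / mL) for 4 h at room temperature, then cultured overnight at 37 C. Thallium flux was read with FluxOr dye. Rate constants were normalized to DMSO controls.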
# MBNL1-CUG inh – blocks human MBNL1 binding to CUG repeat RNA; hit rate 0.036% among 280,000; Potency, µM (top dose mostly 57.5 µM), without a hit: top-dose activity change, negative = inhibition, most hits filed as inhibitors; Q9NR56; TR-FRET MBNL1-His/biotin-(CUG)12 binding, 665/545 ratio; active means well fitted inhibition curve with a large enough effect in the signal ratio, with a control signal flat, not every such curve was filed as active; inconclusive means small, poorly fitted or top-dose-only effect, or effect the other way, or a change in a side signal; inactive means no such curve, though single readings can be large or run the other way; the % refers to the signal ratio; further: potency means the concentration at half of the fitted maximal effect; on the % scale 0 is the no-effect control and ±100 the full control effect
# Target sequence (Q9NR56 whole entry, looked up): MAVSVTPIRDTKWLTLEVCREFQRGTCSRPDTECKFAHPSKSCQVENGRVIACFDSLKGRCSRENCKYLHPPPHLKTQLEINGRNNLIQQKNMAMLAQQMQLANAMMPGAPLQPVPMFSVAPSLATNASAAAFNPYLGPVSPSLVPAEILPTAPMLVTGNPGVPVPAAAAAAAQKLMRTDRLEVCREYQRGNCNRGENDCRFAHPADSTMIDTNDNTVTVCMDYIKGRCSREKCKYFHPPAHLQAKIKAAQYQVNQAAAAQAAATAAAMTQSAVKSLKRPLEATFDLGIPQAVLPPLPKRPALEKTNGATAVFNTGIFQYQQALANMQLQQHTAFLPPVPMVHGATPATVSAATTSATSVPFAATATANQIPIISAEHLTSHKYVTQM
#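 Ratiometric TR-FRET (665 over 545 nm, excitation 340 nm) tracks disruption of MBNL1-His/biotin-(CUG)12 complex after 60 min at room temperature, with compounds at 92 nM to 58 uM final.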
# BCR signal inh – chronic active BCR signaling inhibition | ABC-DLBCL IkBa-CBG/CBR reporter, luminescence ratio, 4 h | Potency, µM (titrated, usually from 46.1 µM), for inactives: at the top dose ratio change, negative = lower green/red ratio, hits mostly inhibitors | hit rate 0.05% among 340,000 | AID 493014; active means well fitted inhibition curve with a large enough effect in the signal ratio, with a control signal flat, not every such curve was filed as active; inconclusive means small, poorly fitted or top-dose-only effect, or effect the other way, or a change in a side signal; the % refers to the signal ratio;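 further: potency means the concentration at half of the fitted maximal effect; plate controls were basal doxycycline-induced cells for no effect and cells given 10 µM MG132 for full effect; MG132 reads +100%, hits lower the ratio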
#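 Cell line TMD8 (human ABC DLBCL), stably expressing tet-inducible CBG68-IkBa fusion and CBR; IMDM/0.5% FBS; cpd up to 46 uM; dox induction, 4 h, 37C/5% CO2; dual luminescence; green/red ratio; MG132 control.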
# Eya2 phos inh – blocks the phosphatase activity of human Eya2; Potency, µM (top dose mostly 76.9 µM), for inactives: top-dose activity, negative = inhibition, most hits filed as inhibitors; recombinant Eya2, OMFP fluorescence dephosphorylation (OMFP is methylfluorescein phosphate); O00167; hit rate 0.006% among 330,000; further: potency means the concentration at half of the fitted maximal effect; on the % scale 0 is the no-effect control and ±100 the full control effect
#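 Eya2 protein (added as 0.2 uM solution) was preincubated with compound for 10 min at ambient temperature in 50 mM HEPES pH 7.5, 50 mM NaCl, 5 uM MgCl2, 0.05% BSA, 1 mM DTT. OMFP (added at 50 uM) then reacted 10 min; fluorescence read at 485/525 nm.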
# PKM2 act – activators of human pyruvate kinase M2; hit rate 0.34% among 260,000; P14618; Potency, µM (doses to about 57.5 µM), for the others: at the highest dose activation, actives largely listed as activators; purified PKM2, Kinase-Glo ATP luminescence, activation; response scale: 0% is enzyme alone, no compound; further: potency means the concentration at half of the fitted maximal effect; on the % scale 0 is the no-effect control and ±100 the full control effect; nearly all actives have a fitted effect of over 55% in size
#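 ATP formation by purified human PK-M2, quantified via coupled luciferase luminescence after 1 h at room temperature with 0.1 mM ADP and 0.5 mM PEP final.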
# Mito fusion yeast – inhibitors of mitochondrial division or activators of mitochondrial fusion | S. cerevisiae fusion-defective mutant growth rescue, CellTiterGlo 48 h | Potency, µM (series often up to 46.1 µM), for inactives: at the highest dose growth rescue (activation), most hits filed as activators | hit rate 0.23% among 320,000 | AID 485298;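 further: potency means the concentration at half of the fitted maximal effect; % of control where 0% means no effect; nearly all actives have a fitted effect of over 45% in size; temperature-sensitive fusion mutants such as fzo1-1 at 37 °C on non-fermentable ethanol glycerol medium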
#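 S. cerevisiae fusion-defective temperature-sensitive mutants (e.g. fzo1-1, mgm1-5) grown 48 h at 37C in YPEG (ethanol/glycerol non-fermentable) medium with 23 nl compound per well; growth rescue read as CellTiterGlo luminescence.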
# ASM inhibitor – blocks human secretory acid sphingomyelinase; P17405; placental ASM, HMU-PC fluorogenic substrate, 60 min; Potency, µM (top dose mostly 57.5 µM), for the others: top-dose activity change, negative = inhibition, usual class: inhibitors; hit rate 0.006% among 340,000; AID 504937; further: potency means the concentration at half of the fitted maximal effect
#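 HMU-PC0 cleavage (9 uM final) by human placental ASM, 60 min at 37 °C following 10 min compound exposure at RT; stopped at pH 10, fluorescence Ex 386/Em 447 nm.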
# TSHR antag – antagonists of human thyroid stimulating hormone receptor. AID 504810. hit rate 0.2% among 330,000. activity change, negative = inhibition, % at 11.5 µM. TSHR-expressing cells, TSH-stimulated cAMP HTRF, 2 h; hits give low values;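 active means activity change below a set negative limit, meaning inhibition stronger than a set level, cut at about -70% in these data; inconclusive means activity change between two set negative limits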; further: on the % scale 0 is the no-effect control and ±100 the full control effect
#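 Antagonism was scored as loss of TSH-driven cAMP in TSHR cells, stimulated with 4nM TSH (EC80) for 2 hours at 37 deg C and detected by homogeneous HTRF competition immunoassay.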
# USP2a block – USP2a (human) protease inhibition; O75604; USP2 core, Ub-CHOP2 coupled fluorogenic reporter, 485/531; Potency, µM (highest dose often 38.3 µM), inactives show at the top dose activity change, negative = inhibition, usual class: inhibitors; hit rate 0.01% among 330,000;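 further: potency means the concentration at half of the fitted maximal effect; plate controls were DMSO wells for no effect and full inhibition by NEM control for full effect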
#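 Cell-free coupled assay: 10nM USP2 core preincubated 30min RT with compound in Tris-HCl pH 8.0/CaCl2/CHAPS buffer, then 25nM Ub-CHOP2 and 25nM reporter substrate; fluorescence (Ex 485/Em 531) read after 60min RT, normalized to NEM inhibition, concentration-response curves fitted.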
# GALK inh – blocks human galactokinase activity; P51570; Purified GALK, Kinase-Glo residual ATP luminescence; Potency, µM (highest dose often 57.5 µM), without a hit: at the top dose activity change, negative = inhibition, actives largely listed as inhibitors; hit rate 0.007% among 270,000; AID 1868; further: potency means the concentration at half of the fitted maximal effect; on the % scale 0 is the no-effect control and ±100 the full control effect
#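 The enzyme phosphorylates galactose (100 uM) using ATP (35 uM); inhibition is detected as higher residual ATP, quantified by bioluminescence after 1 h reaction at room temperature, pH 8.0.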
# Menin-MLL TR inh – displaces Texas Red mutant MLL peptide from human menin; Menin + Texas Red MLL mutant peptide, fluorescence polarization; AID 1768; Potency, µM (titrated, usually from 61.6 µM), inactives show at the top dose FP activity change, negative = inhibition, most hits filed as inhibitors; O00255; hit rate 0.23% among 270,000; active means well fitted inhibition curve with a large enough effect in the polarisation, with a control signal flat, not every such curve was filed as active; inconclusive means small, poorly fitted or top-dose-only effect, or effect the other way, or a change in a side signal; inactive means no such curve, though single readings can be large or run the other way; the % refers to the polarisation; further: potency means the concentration at half of the fitted maximal effect; % of control where 0% means no effect; many of its hits are not listed in these tables
# Target sequence (O00255 whole entry, looked up): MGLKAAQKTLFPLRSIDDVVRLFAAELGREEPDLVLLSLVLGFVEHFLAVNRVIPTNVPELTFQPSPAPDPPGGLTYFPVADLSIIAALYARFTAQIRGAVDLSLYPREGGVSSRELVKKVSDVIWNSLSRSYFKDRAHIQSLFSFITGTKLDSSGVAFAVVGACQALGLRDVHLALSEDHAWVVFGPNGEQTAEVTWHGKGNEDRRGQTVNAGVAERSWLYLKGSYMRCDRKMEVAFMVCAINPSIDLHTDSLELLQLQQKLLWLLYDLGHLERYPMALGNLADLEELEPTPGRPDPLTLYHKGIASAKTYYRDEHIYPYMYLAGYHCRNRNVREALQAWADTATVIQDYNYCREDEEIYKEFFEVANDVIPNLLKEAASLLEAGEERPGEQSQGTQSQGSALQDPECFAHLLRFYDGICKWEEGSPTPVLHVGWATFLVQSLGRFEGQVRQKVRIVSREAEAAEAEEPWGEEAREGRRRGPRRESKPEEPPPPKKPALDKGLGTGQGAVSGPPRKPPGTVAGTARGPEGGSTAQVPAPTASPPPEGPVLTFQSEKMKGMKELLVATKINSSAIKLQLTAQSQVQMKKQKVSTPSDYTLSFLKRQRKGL
# * marks the source's active call; other numbers are inactive results; ? = inconclusive; / = not tested or not shown; & = joins results of further samples; [ ] = dose if it differs, or a comment. Unless noted, the call rests on the fitted dose curve; in most records, active means well fitted curve in the direction sought with a large enough effect; inconclusive means small, poorly fitted or top-dose-only effect, or another doubt; inactive means no such curve, though single readings can be large; an effect the other way counts as inactive or inconclusive. An excerpt; count on the stated rates, not on these rows.
SMILES,KCNH2 WT inh,MBNL1-CUG inh,BCR signal inh,Eya2 phos inh,PKM2 act,Mito fusion yeast,ASM inhibitor,TSHR antag,USP2a block,GALK inh,Menin-MLL TR inh
COc1ccc(NC(=O)COC(=O)COc2cccc3c2OC(C)(C)C3)cc1,1,/,2%,13%,/,-2%,0%,5,1%,/,/
Cc1cc(S(=O)(=O)N2CCCC(N(C)CCc3ccccn3)C2)c(C)s1 (stereo not drawn),/,-4%,4%,10%,-11%,-3%,/,3,-1%,-6%,/
CCCc1cc(=O)oc2c3c(cc(OCC(=O)NCc4ccncc4)c12)OC(C)(C)CC3,3,-3%,4%,8%,3%,4%,15%,-14,1%,/,1%
COc1ccccc1N1CCN(S(=O)(=O)CCNC(=O)c2ccc(Br)o2)CC1,21,-5%,2%,-20%,/,-10%,3%,9,2%,-3%,-9%
OC(CNCCc1ccc(Cl)cc1)COCc1ccco1 (stereo not drawn),1,-2%,7%,5%,-2%,-2%,6%,2,1%,11%,0%
CCCCn1c(N)c(N(CC)C(=O)c2cccc(S(=O)(=O)N3CCCc4ccccc43)c2)c(=O)[nH]c1=O,12,/,2%,-17%,/,0%,6%,24,1%,/,/
Cc1cc(C(=O)OCC(=O)NCc2ccc(F)cc2)c2ccccc2n1,-1,/,-1%,14%,/,-4%,0%,4,3%,/,/
COc1ccccc1NC(=O)N[C@@H](Cc1c[nH]c2ccccc12)C(=O)NN,-22,2%,-4%,-30%,/,3%,-2%,6,-1%,2%,15%
COc1ccc(CC(C)N2CCN(Cc3ccccc3)CC2)cc1OC (stereo not drawn),-1,1%,-1%,-5%,-1%,-1%,4%,-2,-1%,-1%,-12%
CCn1c(CC(=O)Nc2ccccc2C)nnc1SCC(=O)NC1CCCC1,-5,-5%,11%,4%,0%,2%,0%,2,-1%,-2%,13%
Cc1cc(C)n2c(Nc3ccc4c(c3)OCCO4)c(-c3ccccc3)nc2n1,-20,1%,-5%,?,-9%,5%,-6%,5,-8%,2%,7%
CCn1c(=O)c(C(=O)NC(C)C)c(O)c2ccccc21,6,1%,?,11%,3%,11%,-6%,0,3%,1%,4%

# Some entries already given with just Mito fusion yeast and KCNH2 WT inh.
compound	Mito fusion yeast	KCNH2 WT inh
COc1ccc(CC(C)N2CCN(Cc3ccccc3)CC2)cc1OC (stereo not drawn)	-1%	-1
CCn1c(CC(=O)Nc2ccccc2C)nnc1SCC(=O)NC1CCCC1	2%	-5

# Additional results follow:
SMILES,KCNH2 WT inh,MBNL1-CUG inh,BCR signal inh,Eya2 phos inh,PKM2 act,Mito fusion yeast,ASM inhibitor,TSHR antag,USP2a block,GALK inh,Menin-MLL TR inh
COc1ccc(Nc2ncc(C#N)c(N)n2)c(OC)c1,0,-3%,5%,-9%,-1%,1%,0%,-1,0%,6%,/
CC(=O)Cc1nsc(NC(=O)c2ccc(COc3ccccc3Cl)o2)n1,-1,2%,?,4%,-3%,2%,-7%,-2,-1%,-1%,36%[activator]
COC(=O)C1=C(C)N(CC2CC2)C(=NCc2cc(OC)c(OC)c(OC)c2)N[C@H]1c1ccccc1,-13,-4%&3%,-9%&-2%,6%&2%,-2%&1%,-1%&3%,0%,16&3,2%&5%,/,-13%&-5%
Cc1ccc2[nH]cc(CCNS(=O)(=O)c3ccc(F)cc3)c2c1,-10,-1%,4%,3%,3%,10%,-1%,1,-1%,1%,2%
COCC(=O)Nc1cc(C(=O)NCC(C)C)ccc1Cl,2,-4%,-1%,1%,0%,0%,4%,2,2%,1%,-6%
CCCNC(=O)CCC(=O)Nc1ncc(-c2ccc(C)cc2)n1C,-2,-6%,8%,3%,-3%,-12%,4%,3,4%,3%,-13%
Cc1oc(/N=C/c2c(O)ccc3ccccc23)c(C#N)c1C,/,16%,-5%,15%,14%,-1%,/,-8,1%,7%,37%[activator]
Cc1ccc(NC(=O)c2sccc2C)cc1S(=O)(=O)N(C)C,9,-4%,-11%,-11%,-1%,-1%,0%,6,6%,1%,0%
CS(=O)(=O)N(CC(=O)N1CCCC1)c1ccc2c(c1)OCCO2,5,0%,4%,12%,-5%,-1%,-4%,2,4%,-2%,-9%
O=C(O)C1[C@H]2C(=O)N(Cc3cccs3)C[C@]23C=C[C@H]1O3 (stereo partly drawn),-5,-8%,-9%,1%,2%,-2%,1%,9,1%,1%,-1%
CCOC(=O)c1sc(NC(=O)CCN2CCN(C)CC2)c(C(=O)OCC)c1C,28,29%,5%,-2%,-2%,-3%,-23%,-8,1%,5%,1%
CCOC(=O)c1cc(C)sc1NC(=S)Nc1ccccc1,0,-6%,?,-10%,0%,-2%,-13%,-5,1%,0%,?
CC(=O)N1CCCc2cc(S(=O)(=O)N3CCCC(C)C3)ccc21 (stereo not drawn),17,-1%,0%,-10%,-3%,0%,-2%,-5,0%,-1%,1%
CCOC(=O)Cn1c(=O)oc2cc(S(=O)(=O)N(C)Cc3ccccc3)ccc21,-8,-3%,4%,3%,-1%,3%,-2%,3,8%,-3%,/
COc1ccc(OC)c(-c2nnc(NC(=O)C(C)Sc3nncn3C)s2)c1 (stereo not drawn),3,4%,?,10%,2%,-2%,-2%,-12,1%,2%,?
CCc1nnc(NC(=O)c2cc(-c3ccc(C)o3)nc3ccccc23)s1,-7,/,0%,4%,/,15%,22%,-4,3%,/,/
CCc1cc2ccccc2nc1SCC(=O)NC1CCCC1,6,18%,-2%,-16%,-4%,14%,5%,-6,3%,-2%,-12%
Cc1ccc(/C=C/C(=O)Nc2nnc(C)s2)o1,0,?,?,-3%,8%,1%,5%,-5,2%,-1%,-13%
O=C(c1cccc(N2C(=O)C3CC=CCC3C2=O)c1)N1CCCCCC1 (stereo not drawn),1,2%,0%,-19%,-6%,0%,9%,-3,3%,0%,-1%
Cn1c(/C(C#N)=C/c2cccc(O)c2)nc2ccccc21,2,8%,?,-1%,0%,-4%,1%,8,10%,-4%,-14%
CCc1ccc2oc(C(=O)N3CCN(C)CC3)cc(=O)c2c1,6,2%,?,-4%,/,5%,-7%,4,3%,1%,-2%
CSCCC(NC(=O)c1cc(C)oc1C)C(=O)O (stereo not drawn),-2,-2%,0%,3%,6%,2%,6%,-8,-6%,3%,4%
COc1cccc(Cn2c(=O)oc3ccccc32)c1,0,-7%,-5%,0%,/,10%,4%,-1,3%,/,0%
COc1ccc(S(=O)(=O)N(C)C(C)CCc2ccco2)cc1 (stereo not drawn),-3,3%,?,-4%,/,-3%,0%,-3,3%,3%,?
N/C(=N\OC(=O)c1ccc(Br)cc1)c1ccccc1,-13,0%,?,9%,-28%,13%,3%,-10,2%,4%,-9%
CC1CN(S(=O)(=O)c2ccccc2)CC(C)O1 (stereo not drawn),10,2%,?,11%,-3%,1%,0%,2,1%,-2%,6%
CCC(=O)Nc1ccc(Cl)c(NC(=S)NC(=O)COc2ccccc2)c1,-3,/,?,0%,-3%,-3%,-6%,-6,2%,-1%,30%
Cc1cccc(N2CCN(C(=O)C3CCC(=O)N(C4CC4)C3)CC2)c1C (stereo not drawn),-10,5%,-4%,-2%,/,-1%,4%,-6,3%,2%,-20%
CCOc1ccc(N=C(/C(C(=O)C(=O)N2CCOCC2)=C(/O)c2ccccc2)c2ccccc2)cc1,8,/,?,0%,-10%,-2%,-17%,0,1%,-1%,/
O=C(NCCN1CCOCC1)C1CCC(=O)N1Cc1ccccc1Cl (stereo not drawn),6,-6%,-3%,2%,-2%,0%,-4%,-2,-2%,2%,5%
CCOC(=O)C1=C(N)Oc2cc(C)[nH]c(=O)c2C1c1ccncc1 (stereo not drawn),-4,-10%,-5%,17%,0%,-5%,6%,-5,-2%,2%,1%
Cc1ccc(S(=O)(=O)N2CCOCC2)cc1C(=O)NCCN1C(=O)S/C(=C\c2ccccc2Cl)C1=O,-5,8%,-16%,2%,1%,5%,-8%,4,3%,3%,12%

# High-throughput results from PubChem BioAssay.
